# Source: PubChem
# Pf gamet viab – P. falciparum stage V gametocyte viability inhibition; AID 743093; inhibition, % at 10.9 µM; actives 0.065% (n = 150,000); P. falciparum stage V gametocytes, ATP luminescence, 24 h;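 active means inhibition above the mean plus 3 SD of compounds within the control limits, set per campaign, cut at about 38% in these data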;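 further: 0% = DMSO wells and 100% = medium only without gametocytes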
# Cdc42 wt GTP – changes GTP binding to wildtype human Cdc42 | actives 0.2% (n = 190,000) | percent activity (GTP binding), % at 10 µM | GST-Cdc42 beads, Bodipy-GTP binding, flow cytometry; actives lie on both sides | P60953;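 active means percent activity GTP binding at least 20 points away from the 100% baseline, either down as inhibitor or up as activator; inconclusive means compound flagged as likely green fluorescent from well-wide comparison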;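 further: median bead fluorescence of bound Bodipy-FL-GTP at 100 nM; 0% = excess unlabeled GTP control and 100% = no compound control; below 100% means less GTP binding so inhibitor and above means activator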
# Target sequence (P60953 whole entry, looked up): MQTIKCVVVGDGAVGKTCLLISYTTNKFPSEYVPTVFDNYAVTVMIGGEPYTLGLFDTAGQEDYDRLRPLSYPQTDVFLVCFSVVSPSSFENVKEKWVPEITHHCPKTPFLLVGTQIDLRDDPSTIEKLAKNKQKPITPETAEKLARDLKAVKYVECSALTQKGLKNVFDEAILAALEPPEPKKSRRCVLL
# Mcl1 Bid PPI – Mcl-1/Bid interaction inhibition; TR-FRET Mcl-1/Bid-Dy647 peptide binding, 1536-well; AID 1021; Q07820; inhibition, % at 21.7 µM; actives 0.97% (n = 220,000);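 active means compounds that cut the binding signal by more than half at the single screening dose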;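 further: His-tagged Mcl-1 with europium anti-His antibody binding Bid BH3 peptide; 0% = Mcl-1 plus peptide wells and 100% = peptide-only wells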
# Target sequence (Q07820 whole entry, looked up): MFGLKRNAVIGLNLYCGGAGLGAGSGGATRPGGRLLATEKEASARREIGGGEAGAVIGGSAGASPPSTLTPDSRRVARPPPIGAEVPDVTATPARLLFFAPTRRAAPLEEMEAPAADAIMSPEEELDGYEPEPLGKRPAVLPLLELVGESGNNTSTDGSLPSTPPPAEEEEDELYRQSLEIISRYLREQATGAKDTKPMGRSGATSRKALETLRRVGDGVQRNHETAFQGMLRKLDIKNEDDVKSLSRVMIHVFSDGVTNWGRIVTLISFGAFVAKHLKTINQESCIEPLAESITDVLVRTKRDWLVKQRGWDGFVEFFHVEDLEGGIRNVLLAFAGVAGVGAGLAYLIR
# Avidin fluor – avidin bead compound fluorescence profile; Avidin beads, compound fluorescence 488/530 nm, flow cytometry; hits give high values; fluorescence (KMESF) at 10 µM; actives 0.38% (n = 220,000); in the data active means fluorescence above about 47; further: inactives centre near 10
# Bim-Mcl-1 – inhibitors of Bim-Mcl-1 interaction, human; AID 1009; inhibition, % at 10 µM; actives 0.1% (n = 190,000); Bead-based flow cytometry, Bim peptide-Mcl-1 binding; Q07820; in the data active means inhibition above about 40%;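 further: 0% = no compound tracer wells and 100% = peptide blocker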
# Rac1 act GTP bind – human Rac1 activated mutant GTP binding change. GST-Rac1 activated beads, fluorescent GTP binding, flow cytometry; actives lie on both sides; 100% means binding = to untreated wells. actives 0.11% (n = 190,000). percent activity (GTP binding), % at 10 µM. P63000. AID 764;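 active means GTP binding at least 20 percentage points away from the 100% baseline, in either direction, so actives lie on both sides; inconclusive means Compound likely fluorescent itself, or too few beads counted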
# HRas wt GTP bind – changes GTP binding to wildtype human HRas | AID 759 | actives 0.14% (n = 190,000) | GTP binding activity, % at 10 µM | GST-Ras wt beads, Bodipy-FL-GTP binding, flow cytometry; actives lie on both sides;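 active means GTP binding activity at least 20% away from the 100% baseline, either lowered as inhibitor or raised as activator; inconclusive means flagged as likely green fluorescent, judged across all proteins in the well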;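 further: 0% = unlabeled GTP competition control and 100% = no-compound control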
# Target sequence (P01112 whole entry, looked up): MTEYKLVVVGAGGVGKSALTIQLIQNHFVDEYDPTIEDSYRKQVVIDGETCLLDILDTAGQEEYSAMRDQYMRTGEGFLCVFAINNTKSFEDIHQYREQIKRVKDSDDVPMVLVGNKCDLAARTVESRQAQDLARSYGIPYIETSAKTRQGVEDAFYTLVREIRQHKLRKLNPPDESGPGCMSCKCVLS
# Rac1 wt GTP bind – alters GTP binding to wildtype human Rac1; GST-Rac1 beads, fluorescent GTP binding, flow cytometry; actives lie on both sides; 0 = cold GTP competed, 100 = untreated; GTP binding activity (% of control), % at 10 µM; actives 0.27% (n = 190,000);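 active means GTP binding activity at least 20 points away from the 100% control level, either lower or higher; inconclusive means compound flagged as likely green fluorescent, judged across all proteins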
# Rab7 wt GTP bind – alters GTP binding to wildtype dog Rab7. GTP binding activity (percent of control), % at 10 µM. actives 0.055% (n = 190,000). GST-Rab7 beads, fluorescent GTP binding, flow cytometry; actives lie on both sides; untreated = 100%, excess cold GTP = 0%;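 active means fluorescent GTP binding to Rab7 beads changed by at least 20 points from the 100% baseline, either direction, mostly lower; inconclusive means compound itself probably fluorescent, or too few beads counted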;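 further: median green fluorescence of bound Bodipy-FL-GTP per Rab7 bead population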
# Mcl1 Noxa PPI – Mcl-1/Noxa interaction inhibition. inhibition, % at 21.7 µM. Q07820. TR-FRET Mcl-1/Noxa peptide binding, 2 h. actives 1.5% (n = 220,000);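 active means compounds that cut the protein-peptide binding signal by more than 50% relative to plate controls in a single-dose test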;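 further: His-tagged Mcl-1 with rhodamine Noxa BH3 peptide and terbium anti-His antibody; 0% = Mcl-1 plus Noxa peptide wells and 100% = peptide-only wells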
# Rab2 wt GTP – changes GTP binding to wildtype dog Rab2A, up or down. P61105. GST-Rab2 wt beads, Bodipy-GTP binding, flow cytometry. GTP binding activity, % at 10 µM. actives 0.19% (n = 190,000);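 active means GTP binding activity at least 20 points away from 100%, either lowered or raised; inconclusive means signal likely due to the compound's own green fluorescence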;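 further: 0% = beads with excess unlabeled GTP and 100% = no-compound control corrected for plate trend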
# An asterisk follows results filed as active; ? = inconclusive; . = not tested or not shown. Not a hit list; about 2.7% have a hit in one of these screens.
SMILES,Pf gamet viab,Cdc42 wt GTP,Mcl1 Bid PPI,Avidin fluor,Bim-Mcl-1,Rac1 act GTP bind,HRas wt GTP bind,Rac1 wt GTP bind,Rab7 wt GTP bind,Mcl1 Noxa PPI,Rab2 wt GTP
O=C(CS(=O)(=O)c1ccc2ccccc2c1)Nc1ccccc1Cl,-8,97,-10,10,-5,100,96,98,93,1,97
O=c1cc(CN2CCc3ccccc32)nc2sccn12,-7,99,-3,4,-1,98,100,107,100,36,96
O=C1N2CN(C(c3ccccc3)c3ccccc3)CN=C2SC1(CO)CO,.,105,2,27,-1,99,100,105,100,30,99
Cc1cc(Nc2ccccc2)nc(N)n1,.,101,-4,21,0,100,101,104,101,0,100
Cc1cccc(NC(=S)NC(=O)c2cc(-c3ccccc3)nc3ccccc23)c1,.,98,-11,36,-1,96,98,96,96,1,95
COc1ccc(CCN(Cc2cccs2)S(=O)(=O)c2ccc(-n3cnnn3)cc2)cc1OC,.,95,-8,33,-2,92,97,93,96,8,95
N#CCSc1nnc(CNc2cccc(Cl)c2)o1,.,97,-28,4,4,95,97,96,96,6,97
Cc1ccc(Cc2nc(-c3cccnc3)no2)cc1,19,102,-10,15,-3,100,100,105,97,-9,102
O=C(O)CCS(=O)(=O)c1nc(-c2cccs2)cc(C(F)(F)F)n1,.,106,-44,11,-3,97,105,110,107,-1,102
CCOC(=O)CNC(=S)N(CCCN1CCCC1)Cc1cccs1,-38,104,-27,11,-2,96,101,100,105,14,101
CCn1c(SCC(=O)c2ccc(NC(C)=O)c(OC)c2)nnc1-c1ccc(NS(C)(=O)=O)cc1,.,99,-8,17,2,101,100,104,97,14,101
CCN(CC)S(=O)(=O)c1ccc(OC)c(NC(=S)Nc2ccc(C)c(C)c2)c1,5,101,-24,10,-2,101,103,106,98,22,99
CCN1C(=O)CS/C1=N\c1nccs1,16,103,2,13,-3,100,103,104,99,1,99
COc1ccc(CC(=O)NN2C(=O)c3ccccc3C2=O)cc1,.,104,-1,2,-1,101,101,100,103,8,101
O=C(Cc1csc(-c2ccccc2)n1)NCc1ccccc1F,-28,99,-12,16,-4,101,102,104,99,3,101
O=C(c1ccco1)N1CCN(S(=O)(=O)Cc2ccccc2Cl)CC1,9,99,-16,10,1,95,99,99,96,-7,97
CCCCCN1C=CC(=C2C(=O)c3ccccc3C2=O)C=C1,32,99,-38,3,0,96,97,100,95,-2,96
O=C(CCNS(=O)(=O)c1cccc2nonc12)NCc1cccs1,.,99,-28,3,-5,100,98,99,97,12,99
COC(=O)c1c(-c2ccc(C)cc2)csc1NC(=O)c1c(-c2ccccc2)noc1C,8,101,-41,3,-9,101,103,103,101,-43,101
O=S(=O)(CCc1nc2ccccc2o1)c1ccc2ccccc2c1,.,100,-6,8,-2,99,101,106,96,-11,99
O=C(Nc1cccc(S(=O)(=O)N2CCOCC2)c1)[C@@H]1CCCN1S(=O)(=O)c1ccc(Cl)cc1,.,88,-4,13,7,92,84,81,94,-5,80
Cc1cccc(Cc2c(C)nc3c(C(=O)NCc4ccco4)cnn3c2C)c1,.,99,-26,12,2,99,98,101,99,-2,99
COc1ccc(OC)c(NC(=O)CC2SC(=Nc3ccc(F)cc3)N(CCC3=CCCCC3)C2=O)c1 (centres undefined),.,107,-65,14,0,100,101,109,101,11,101
CCOC(=O)NC(NCCc1ccccc1)(C(F)(F)F)C(F)(F)F,.,100,-2,7,2,98,97,101,96,6,97
Fc1ccc(-c2nnc(-c3ccc(Cl)cc3)o2)cc1,17,100,5,6,-2,98,98,102,97,-2,98

# Look-ups from the entries so far.
# For Mcl1 Noxa PPI, `COc1ccc(CCN(Cc2cccs2)S(=O)(=O)c2ccc(-n3cnnn3)cc2)cc1OC` shows 8
# For Rab2 wt GTP, `O=c1cc(CN2CCc3ccccc32)nc2sccn12` shows 96

# The list continues.
SMILES,Pf gamet viab,Cdc42 wt GTP,Mcl1 Bid PPI,Avidin fluor,Bim-Mcl-1,Rac1 act GTP bind,HRas wt GTP bind,Rac1 wt GTP bind,Rab7 wt GTP bind,Mcl1 Noxa PPI,Rab2 wt GTP
COC(=O)C1=C(C)NC(=S)NC1/C=C/c1ccccc1 (centres undefined),6,98,-40,10,1,97,98,100,99,11,97
Cc1sc(Cc2nc(O)cs2)nc1-c1ccccc1,-5,98,-26,11,1,93,97,98,96,-15,98
CCn1c(SCC(=O)NCC2CCCO2)nc2cc(S(=O)(=O)N3CCCCC3)ccc21 (centres undefined),17,100,-40,13,-4,97,100,101,98,11,100
CC(C)N(Cc1cnn(C)c1)Cc1nc(COc2ccccc2)no1,-20,96,-2,10,1,94,97,97,100,12,96
C1=C(CCNCC2CCCCC2)CCCC1,.,102,-19,13,1,98,100,101,99,19,101
O=C(CSc1nnnn1-c1cccc(C(=O)O)c1)NC(c1ccccc1)c1ccccc1,.,91,1,10,3,90,93,93,99,9,95
CC(NC(=O)c1cc(COc2c(F)cccc2F)on1)c1cnn(-c2ccccc2)c1 (centres undefined),18,99,-5,12,1,95,99,99,103,-3,99
CCc1ccc(/C=N/NC(=O)c2ccc(OC3CCCC3)cc2)s1,-14,101,-24,14,-1,98,102,103,101,-4,100
Cc1ccc(CSc2nc3c(c(SCC(=O)O)n2)CCCC3)cc1,.,96,-1,6,0,92,99,99,98,0,94
Cc1cc(C)n(-c2ccc3cccc(NS(C)(=O)=O)c3n2)n1,.,104,-55,11,-1,99,102,105,102,-41,101
N#Cc1nc(N2CCCC2)nc(N2CCCC2)n1,.,101,-29,19,0,98,102,102,95,1,96
C=CCn1c(Br)nc2c1c(=O)[nH]c(=O)n2C,8,105,-38,12,3,100,103,112,104,2,102
Cc1nn(Cc2ccccc2)c(Cl)c1C(=O)OC1CCOC1=O (centres undefined),18,107,-43,33,0,101,103,104,98,7,102
CN(C)CCNc1oc(-c2cccc(Cl)c2)nc1C#N,-40,104,-29,5,-3,97,101,103,97,19,100
Cc1ccc2[nH]c(=O)c(C(c3nnnn3C3CCCC3)N(Cc3cccnc3)Cc3ccco3)cc2c1 (centres undefined),-4,99,1,9,0,97,100,100,97,-17,96
Cc1occc1-c1nnc(SCC(=O)Nc2ccccc2)n1Cc1ccccc1,-10,100,-8,25,-7,98,98,98,99,3,99
O=C(NNC(=S)Nc1ccccc1)c1ccc2ncccc2c1,14,99,-96,9,-3,99,95,98,105,-8,99
O=C(NC(=S)NCC1CCCO1)c1ccc([N+](=O)[O-])cc1 (centres undefined),.,101,-45,14,-4,99,101,105,96,9,100
O=C(NCCc1ccccc1)c1ccc(OCCOc2ccccc2)cc1,.,105,-5,28,-4,102,102,106,96,5,103
CCOc1ccccc1-n1c(SCC(N)=O)nnc1-c1ccccc1,.,100,-9,7,-1,99,100,103,103,-1,100
COc1ccccc1NS(=O)(=O)c1cc(NC(=O)c2ccccc2F)ccc1N1CCOCC1,.,?,-30,8,0,?,?,?,?,-5,?
COc1cccc(CNC(=O)C2CCCN(S(=O)(=O)c3c(C)n[nH]c3C)C2)c1 (centres undefined),.,97,-13,13,-2,96,98,96,96,0,98
O=C(CSc1ccccc1)NCc1ccc(F)cc1,12,97,-32,11,0,97,98,103,93,7,93
O=C(COc1ccccc1)NCCSCc1ccccc1Cl,2,93,-4,9,-6,93,92,91,92,8,91
CCOc1ccc(S(=O)(=O)NC2CCCCCC2)cc1,-4,99,-16,5,1,98,99,100,105,9,100
# Carrying on.
SMILES,Pf gamet viab,Cdc42 wt GTP,Mcl1 Bid PPI,Avidin fluor,Bim-Mcl-1,Rac1 act GTP bind,HRas wt GTP bind,Rac1 wt GTP bind,Rab7 wt GTP bind,Mcl1 Noxa PPI,Rab2 wt GTP
O=C(N/N=C/c1sc(N2CCOCC2)nc1-c1ccccc1)c1ccc(O)cc1,-9,86,-22,9,3,90,90,82,106,13,90
CCNC(=S)Nc1ccc(-c2nc3ccccc3[nH]2)cc1,-16,97,-22,10,0,95,95,97,97,47,95
O=C(CNC(=O)/C(=C\c1ccccc1)NC(=O)c1ccc(Br)cc1)OCc1ccccc1,.,98,-20,11,-5,95,99,100,98,8,98
Brc1ccccc1OCCCN1CCCCCC1,-12,97,39,5,0,98,98,101,106,12,99
CCCCn1cnc2c1c(=O)[nH]c(=O)n2CCCC,6,99,-39,4,2,98,100,99,99,-16,99
Cc1ccccc1N/C=C/C(=C(C#N)C#N)N(C)C,-6,106,-31,13,-6,100,107,104,99,-19,108
Cc1cccc(OCCCN2C(=O)C(=O)c3cc(C)ccc32)c1,22,95,-9,10,-4,98,96,97,95,29,96
CCc1nnc(NC=C2C(=O)OC(C)(C)OC2=O)s1,-9,104,-17,16,-2,97,105,104,104,21,102
CC(=O)/C(C(=N)N1CCN(c2cccc(Cl)c2)CC1)=C(\C)O,-39,109,-22,39,0,102,103,107,99,-5,104
O=C(Oc1cc(=O)oc2ccccc12)c1ccccc1,.,96,-9,5,-10,95,95,93,102,3,98
Clc1ccc(CSc2nnc(-c3cccnc3)o2)cc1,.,104,-11,11,0,103,102,106,101,-5,102
C/C(=N/NC(=O)c1cc(Cl)ccc1O)C12CC3CC(CC(C3)C1)C2,-12,89,-101,35,-1,89,92,87,93,10,90
Cc1ccc(-c2nc3n(n2)Cc2ccccc2-3)cc1,.,103,-2,6,-1,98,100,106,101,6,98
O=C(c1cc2ccccc2oc1=O)N1CCN(CCc2ccccc2)CC1,.,102,-5,8,-4,101,102,104,103,-7,103
CC(C)(C)NC(=O)CSc1nnc(-c2ccco2)n1Cc1ccco1,.,101,-19,14,-6,99,98,102,97,1,99
CC1(C)CC(NC(=O)c2coc(=O)c(Br)c2)CC(C)(C)N1,.,105,-17,6,0,99,103,106,104,-12,101
CCOC(=O)N1CCC(NC(=O)CCC(=O)N2CCOc3ccccc32)CC1,.,99,0,27,0,98,99,103,98,11,97
Cc1ccc(C)c(N2CCN(C(=O)C3CCCN(S(=O)(=O)c4cnc[nH]4)C3)CC2)c1 (centres undefined),.,100,-13,4,-1,101,97,101,99,7,99
COc1ccc(-c2nsc3c(N4CCN(C(=O)c5ccco5)CC4)ncnc23)cc1,11,88,4,20,0,88,89,89,89,1,88
O=C(Cn1nnc2ccccc21)N/N=C/c1ccco1,10,104,-16,11,0,99,100,103,98,11,98
O=S1(=O)NC(=NCc2ccco2)c2ccccc21,-19,101,-13,10,0,99,102,102,103,4,99
COc1cc(/C=C(/C#N)c2ccc(C)cc2)ccc1Oc1ccc([N+](=O)[O-])cn1,.,104,-9,8,-2,101,101,102,101,-3,102
CCN(CC)C(=O)CSc1nnc(CNc2ccc(F)cc2)o1,-6,95,-27,35,-2,91,96,93,97,3,92
COc1ccc(S(=O)(=O)Cc2ccc(C(=O)N3CCN(c4ccccc4F)CC3)o2)cc1,.,95,-7,8,-1,94,97,98,99,7,95
O=C(Nc1ccc(-c2nc3ccccc3c(=O)o2)cc1)c1ccco1,.,100,38,13,0,99,96,98,97,26,97
